STEP inh: inhibitors of human striatal-enriched phosphatase STEP; 0.25% of 360,000 active; recombinant STEP, OMFP fluorogenic substrate, fluorescence; inhibition, % at 20 µM;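 active means inhibition at 20 µM, scaled per plate between control wells, above about 37%, limit read from the data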;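 further: 0% = DMSO with enzyme and substrate and 100% = substrate only without enzyme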
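System: STEP phosphatase, cell-free reaction; Buffer or medium: Bis-Tris pH 6.0 buffer with DTT, detergent; Incubation: 20 min at room temperature, dark; Measured by: fluorescence, 480/540 nm.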
NadD inh: NadD (S. aureus) enzyme inhibition; purified NadD enzyme, colorimetric absorbance read-out; inhibition, % at 20 µM; 0.78% of 360,000 active; AID 602399; in the data active means inhibition above about 26%; further: some compounds past the cut are filed as inactive
Rpn11 inh: blocks the human proteasome subunit Rpn11 | O00487 | human 26S proteasome, Ub4-pepOG fluorescence polarization; 20S core pre-blocked with epoxomicin | calls only at 20 µM | 0.59% of 360,000 active;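 active means inhibition at 20 µM, scaled to each plate's controls, above about 33%, limit read from the data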
Target sequence (O00487 whole entry, looked up): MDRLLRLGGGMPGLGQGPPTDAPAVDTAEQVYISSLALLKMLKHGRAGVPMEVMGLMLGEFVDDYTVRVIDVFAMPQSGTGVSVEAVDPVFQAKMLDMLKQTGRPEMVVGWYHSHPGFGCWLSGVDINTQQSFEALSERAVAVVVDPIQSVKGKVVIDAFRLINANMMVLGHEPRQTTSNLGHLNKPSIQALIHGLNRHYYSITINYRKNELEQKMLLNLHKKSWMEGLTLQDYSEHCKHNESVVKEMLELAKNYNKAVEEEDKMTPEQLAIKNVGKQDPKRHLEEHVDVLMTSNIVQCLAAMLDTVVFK
CSN inh: inhibitors of human CSN-mediated cullin deneddylation. Q92905. Purified CSN, SCF-Nedd8-OG deneddylation, fluorescence polarization. inhibition, % at 12.5 µM. 0.38% of 360,000 active;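 active means pattern-corrected inhibition above about 35%, with an unprinted fluorescence ratio check between 0.5 and 1.5, limit read from the data, passing the limit was not always enough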;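 further: 0% = enzyme with substrate and 100% = substrate without enzyme; some results filed as inactive read as strong as hits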
Target sequence (Q92905 whole entry, looked up, one chain of several): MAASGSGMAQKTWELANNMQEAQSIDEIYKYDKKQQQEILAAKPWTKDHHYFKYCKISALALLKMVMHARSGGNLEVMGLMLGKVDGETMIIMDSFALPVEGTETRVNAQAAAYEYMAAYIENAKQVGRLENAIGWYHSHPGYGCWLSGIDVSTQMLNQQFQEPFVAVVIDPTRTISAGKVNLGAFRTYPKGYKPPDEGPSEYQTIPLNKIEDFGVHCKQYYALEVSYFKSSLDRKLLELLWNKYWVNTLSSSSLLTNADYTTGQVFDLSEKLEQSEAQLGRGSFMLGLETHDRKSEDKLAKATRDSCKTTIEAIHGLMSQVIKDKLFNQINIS
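Schedule: reaction 90 min, room temperature / Assay system: HEK293T-derived human Csn5 enzyme / Input: Csn5 at 0.24 nM final / Measure: inhibition of Csn5 cleavage, % / Control set: substrate-only high control, full reaction low control / Technique: fluorescence polarization of the substrate / Buffer or medium: Tris/NaCl/DTT buffer, pH 7.5 / Reagent: SCFSkp2-Nedd8OG substrate at 10 nM final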
Scp1 inh: Scp-1 (human) phosphatase inhibition; Q9GZU7; Recombinant Scp1, phosphopeptide, malachite green phosphate absorbance; inhibition, % at 20 µM; 0.88% of 340,000 active; AID 493091;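 active means inhibition above about 50% at 20 µM, limit read from the data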;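 further: plate controls were DMSO wells with enzyme for no effect and wells lacking enzyme for full effect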
Target sequence (Q9GZU7 76-261 limits assumed): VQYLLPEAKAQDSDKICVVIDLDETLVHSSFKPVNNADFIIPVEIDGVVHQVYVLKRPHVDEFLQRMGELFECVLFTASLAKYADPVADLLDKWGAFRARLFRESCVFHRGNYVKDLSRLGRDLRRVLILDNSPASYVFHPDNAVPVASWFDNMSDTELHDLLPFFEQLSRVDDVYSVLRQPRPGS
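Incubation: 45 min enzyme reaction at room temperature / System: truncated SCP-1 phosphatase (76-261aa) / Reagent: Phospho 17-mer peptide substrate / Buffer or medium: Acidic Tris acetate buffer with magnesium and detergent / Signal: absorbance at 630 nm / Doses: one concentration, 20 µM, with 1.0% DMSO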
SUMO1 PPI mod: modulators of human SUMO1-mediated protein-protein interactions. SUMO1 binding to a labelled peptide, TR-FRET, 1 h. inhibition, % at 20 µM. 0.33% of 360,000 active. AID 602429; in the data active means inhibition above about 37%
PABP1 MLLE inh: blocks PAM2 peptide binding to the PABP1 MLLE domain. P11940. GST-MLLE / FITC-PAM2 fluorescence polarization. inhibition, % at 20 µM. 0.36% of 360,000 active. AID 588489; in the data active means inhibition above about 35%, passing the limit was not always enough;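 further: plate controls were DMSO wells with GST-MLLE for no effect and wells lacking GST-MLLE protein for full effect; some results filed as inactive read as strong as hits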
DNMT1 block: blocks human DNA methyltransferase DNMT1; 0.83% of 360,000 active; inhibition (reported as % activation of signal), % at 10 µM; P26358; DNMT1 molecular beacon, Hinp1I cleavage, fluorescence; in the data active means inhibition above about 50%
LMPTP inh: LMPTP (human) inhibition; 0.22% of 360,000 active; inhibition, % at 20 µM; recombinant LMPTP-A, OMFP fluorogenic substrate, fluorescence intensity; AID 651560; P24666;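 active means compounds that cut the enzyme signal by at least half of the control window in the single-dose screen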;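 further: plate controls were DMSO wells with enzyme plus substrate for no effect and substrate without enzyme for full effect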
Target sequence (P24666 whole entry, looked up): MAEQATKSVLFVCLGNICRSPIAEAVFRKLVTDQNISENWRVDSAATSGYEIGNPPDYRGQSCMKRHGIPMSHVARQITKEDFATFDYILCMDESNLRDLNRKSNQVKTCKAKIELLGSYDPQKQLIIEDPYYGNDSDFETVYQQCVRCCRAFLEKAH
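test system = LMPTP-A | amount = 0.625 nM LMPTP-A final | reagent = fluorogenic phosphatase substrate OMFP at 400 µM final | incubation = 50 min at room temperature | benchmarks = no-enzyme low control, uninhibited high control | medium = Bis-Tris pH 6.0, DTT, detergent | signal = fluorescence intensity of OMFP turnover product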
TbMetRS inhib: blocks T. brucei methionyl-tRNA synthetase activity. purified T. brucei MetRS, ATP depletion, Kinase-Glo luminescence. inhibition, % at 11.9 µM. 0.4% of 360,000 active. AID 624268;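 active means inhibition above a per-plate cutoff of the control wells' mean inhibition plus 3 SD, cut at about 5.5% in these data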;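 further: 0% = DMSO wells median and 100% = median of wells with control inhibitor compound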
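Test system – parasite MetRS enzyme · Reagent – substrates ATP, L-methionine and bulk Escherichia coli tRNA · Doses – 11.9 µM compound single dose, 0.9% DMSO · Times – 15 min enzyme-compound preincubation, 2 h reaction, 10 min detection, 25 °C · Signal – Kinase-Glo luminescence, ATP depletion format · Controls – DMSO-only wells as low control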
The depositor's hits bear a star; i = inactive; / = not tested or not shown; & = joins results of further samples.

SMILES	STEP inh	NadD inh	Rpn11 inh	CSN inh	Scp1 inh	SUMO1 PPI mod	PABP1 MLLE inh	DNMT1 block	LMPTP inh	TbMetRS inhib
COc1ccccc1NS(=O)(=O)c1ccc(C(=O)Nc2ncccc2O)cc1	-0.4	-0.7	i	1.3	-5.7	-3.5	3.3	0.1	-0.8	-0.1
C=CCn1c(C)nnc1SCC(=O)Nc1ccccc1C(=O)NC1CC1	0.6	-1.8	i	-2.5	-3.8	0.0	-2.9	2.5	-1.5	0.1
C/C(=N\NC(=O)CCc1ccc(S(=O)(=O)N2CCOCC2)cc1)c1ccccc1Cl	3.4	-6.9	i	0.1	-3.9	-0.3	9.3	-0.4	-1.4	-0.9
CCCn1c(C(O)c2cccc(OC)c2)nc2ccccc21 (stereo not drawn)	2.4	-6.2	i	-0.5	0.4	-1.4	2.4	1.8	-0.2	-0.8
CC(=O)c1ccc(N2CCN(C(=O)/C=C/c3ccc4ccccc4n3)CC2)cc1	1.1	-4.7	i	9.8	4.1	-12.3	-5.8	-5.7	0.5	-0.9
CCC(=O)OCOc1ccc(/C=C2/CCC(CN(C)C)C2=O)cc1 (stereo not drawn)	0.0	-2.7	i	8.2	-7.6	-22.1	15.2	18.5	-0.4	-0.6
CC(=O)Nc1ccc(S(=O)(=O)N2CCCC3CCCCC32)cc1 (stereo not drawn)	1.5	-6.3	i	1.8	-0.7	-0.2	8.0	-4.1	2.3	-0.6
CCC(C)(C)NC(=O)CN(Cc1ccc2c(c1)OCO2)C(=O)CCC(=O)Nc1ccccn1	1.0	-2.9	i	-2.0	-7.0	-0.5	12.3	-2.0	-0.8	-0.3
COc1cc(CCC(=O)OCC(=O)Nc2ccc(F)cc2F)cc(OC)c1OC	3.0	1.4	i	3.1	-4.7	2.3	-10.8	0.6	0.5	-0.2
O=C(CC1(O)C(=O)Nc2ccccc21)c1ccc(-n2cnnn2)cc1 (stereo not drawn)	-0.4	0.2	i	1.4	0.6	-20.0	-5.9	-2.5	-2.0	0.2
NC(=S)Nc1cccc2[nH]ccc12	-2.2	0.0	i	-2.5	-0.9	0.3	-47.3	-4.3	0.3	0.4
O=C1c2ccccc2C(Nc2ccc3c(c2)OCO3)N1Cc1ccc2c(c1)OCO2 (stereo not drawn)	-0.8	12.6	i	0.2	-19.5	2.9	25.9	-15.2	2.7	0.2
CSc1ncccc1C(=O)NCC(c1ccco1)N1CCCCC1 (stereo not drawn)	0.8	-0.4	i	-0.7	-4.6	0.3	-3.3	1.6	-0.9	0.3
COCC(CN1CCN(C2=NS(=O)(=O)c3ccccc32)CC1)OC(=O)c1ccc(OC)cc1 (stereo not drawn)	2.8	-3.1	i	1.3	-7.5	6.0	-1.1	0.8	0.3	0.0
COc1ccc(NC(=O)Nc2cccc3c2O[C@H](CN(C)S(=O)(=O)c2ccc(F)cc2)[C@@H](C)CN([C@H](C)CO)C3=O)cc1	3.3	-5.8	i	2.9	-6.5	6.6	5.3	2.3	0.1	0.4
COc1ccc(/C=N/NC(=O)C(=O)N2CCCC2)cc1OC	1.2	-5.0	i	0.0	-7.1	-3.1	6.1	1.9	-0.8	0.3
CC(=O)c1c(C)[nH]c(C(=O)OCC(=O)Nc2cccc(S(=O)(=O)N3CCCC3)c2)c1C	-0.1	6.8	i	-5.1	-12.6	10.2	-18.2	-6.0	2.0	-0.1
CCOC(=O)c1c(NC(=O)CSc2nnnn2C)sc(CC)c1C	2.8	-5.6	i	-2.8	-7.7	-2.3	5.7	-1.6	-0.7	-0.2
CCOC(=O)c1c(-c2ccccc2)csc1NC(=O)C1CCCO1 (stereo not drawn)	9.3	-2.3	i	4.7	9.8	-1.7	38.9*	2.6	4.3	-0.7
CCCCCCCCC(NC(=O)c1ccc(C#N)cc1)C(=O)NCCC (stereo not drawn)	0.5	-3.5	i	3.4	-0.3	-6.7	-4.8	-0.2	-0.3	-0.3
CCNC(=S)N/N=C(\C)c1cccc([N+](=O)[O-])c1	-0.2	1.5	i	-0.6	-6.7	-12.9	14.7	-0.9	1.0	1.7
COCCCN1C(=O)c2ccc(C(=O)OCC(=O)NCc3ccccc3OC)cc2C1=O	-1.0	5.3	i	1.0	-6.7	-34.5	-87.7	-0.5	0.7	-0.5
C[C@]12CCC(=O)C=C1CC[C@@H]1[C@@H]2[C@@H](O)C[C@@]2(C)[C@H]1CC[C@]2(O)C(=O)CO	-1.7&-3.1	5.0&3.9	i	1.1&-1.9	-3.8&3.8	8.1&7.2	2.8&1.5	0.1&0.8	-0.6&-0.6	-0.1&0.2
CCOCCCNC(=O)c1ccc2c(c1)N=C(CC)c1cc(Br)ccc1S2	7.0	4.8	i	-0.6	-10.4	-1.3	9.1	-6.5	5.9	0.2
COC(=O)/C(C#N)=C/c1c(Oc2cccc(C)c2)nc2ccccn2c1=O	1.5	0.1	i	2.8	-14.9	-23.2	3.9	-1.0	-0.6	0.4

Ordered by count of non-hydrogen atoms (rising): three of the compounds above
SMILES	STEP inh	NadD inh	Rpn11 inh	CSN inh	Scp1 inh	SUMO1 PPI mod	PABP1 MLLE inh	DNMT1 block	LMPTP inh	TbMetRS inhib
C[C@]12CCC(=O)C=C1CC[C@@H]1[C@@H]2[C@@H](O)C[C@@]2(C)[C@H]1CC[C@]2(O)C(=O)CO	-1.7&-3.1	5.0&3.9	i	1.1&-1.9	-3.8&3.8	8.1&7.2	2.8&1.5	0.1&0.8	-0.6&-0.6	-0.1&0.2
C/C(=N\NC(=O)CCc1ccc(S(=O)(=O)N2CCOCC2)cc1)c1ccccc1Cl	3.4	-6.9	i	0.1	-3.9	-0.3	9.3	-0.4	-1.4	-0.9
COCC(CN1CCN(C2=NS(=O)(=O)c3ccccc32)CC1)OC(=O)c1ccc(OC)cc1 (stereo not drawn)	2.8	-3.1	i	1.3	-7.5	6.0	-1.1	0.8	0.3	0.0

Remaining list, next part
SMILES	STEP inh	NadD inh	Rpn11 inh	CSN inh	Scp1 inh	SUMO1 PPI mod	PABP1 MLLE inh	DNMT1 block	LMPTP inh	TbMetRS inhib
O=C(O)C1CCN(C(=O)COc2ccc3c(c2)oc(=O)c2ccccc23)CC1	0.6	-1.3	i	2.9	6.8	12.2	-8.2	-2.7	-0.8	1.0
COC(=O)c1[nH]c2ccc(Cl)cc2c1NC(=O)CCN1CCOCC1	-4.1	1.3	i	4.3	-8.1	-3.2	-11.6	0.7	0.6	-0.1
Cc1ccc(C(=O)N(CN2CCCC2=O)c2ccccc2)cc1	-0.3	1.5	i	5.2	-8.9	0.1	12.6	0.5	-0.8	-0.2
Cc1oc(-c2cc(Cl)cc(Cl)c2)cc1C(=O)NCCc1ccccc1	8.0	-8.7	i	-3.4	-9.6	1.9	6.7	-6.7	4.5	-0.4
CCN(CC(=O)Nc1ccc(OC(F)F)cc1)C1CCCCC1	0.2	-1.1	i	0.5	3.1	-1.0	-0.1	-9.0	0.2	-0.7
O=C1OC2C(O)COC23OC(O)CCC13O (stereo not drawn)	-1.1	-1.1	i	-0.3	/	4.9	-11.8	1.8	0.0	0.2
Cc1ccc2nc(-c3ccccc3)c(CN3CCN(c4ccccc4F)CC3)n2c1	-1.4	6.2	i	4.0	-3.2	-2.1	-4.2	0.9	13.8	-0.3
O=C(NCc1ccc(Cl)cc1)C(=O)NCC1OCCN1C(=O)c1ccc(Cl)cc1 (stereo not drawn)	-1.1	-4.9	i	-2.8	-4.2	-1.0	8.4	0.2	-1.1	-0.7
CC(C)C[C@H]1CN([C@@H](Cc2ccccc2)CN2CCC[C@H]2CN2C(=O)C(=O)NC[C@@H]2Cc2ccc(O)cc2)C(=O)C(=O)N1CC1CCCCC1	/	31.0*	/	-0.3	/	4.7	/	/	1.0	-0.9
Cc1nn(CC(=O)Nc2ccc(N3CCOCC3)cc2)c(C)c1[N+](=O)[O-]	-3.4	-6.2	i	-2.6	-15.3	-1.3	-14.1	1.9	-2.0	-0.1
CC[C@@H](C(=O)[C@@H](C)[C@@H](O)[C@H](C)[C@@H]1O[C@@H]([C@@H](CC)C(=O)O)CC[C@@H]1C)[C@H]1O[C@]2(C=C[C@@H](O)[C@]3(CC[C@@](C)([C@H]4CC[C@](O)(CC)[C@H](C)O4)O3)O2)[C@H](C)C[C@@H]1C	3.5	13.5	i	-4.6	-11.7	-1.1	-2.1	0.8	-2.0	-0.8
Fc1c(F)c(-n2nnc3ccccc32)c(F)c(F)c1Cl	0.5	-5.5	i	1.1	-6.0	-3.0	0.7	2.2	-0.2	-0.9
COc1ccc([N+](=O)[O-])cc1NC(=O)CSc1nc(C)cc(C)n1	1.9	1.4	i	-2.3	3.0	-21.0	16.8	-5.9	0.0	-0.3
Cc1cc(C)cc(-c2nnc(SCC(=O)c3c(N)n(C4CC4)c(=O)[nH]c3=O)o2)c1	3.7	-2.3	i	1.0	-0.6	3.3	-13.3	14.5	-0.7	-0.3
CC(=O)/C=C\c1ccccc1OC(=O)c1cc2ccccc2oc1=O	-0.5	-4.2	i	1.9	1.2	-30.4	-5.0	-1.2	-0.3	0.2
COC(=O)[C@H]1C[C@@H]1[C@H](NC(=O)OCc1ccccc1)c1ccccc1	2.4	-5.4	i	-0.4	-11.3	3.7	-15.4	5.1	-1.8	0.0
O=C(Nc1ccon1)c1ccccc1Cl	-2.1	-2.4	i	-2.1	-11.3	3.6	7.9	0.2	-1.6	-0.8
COc1ccc(NC(=O)c2cccc(Cn3cc(Br)cn3)c2)cn1	0.9	1.4	i	-4.0	6.0	-1.4	4.4	-3.0	0.5	-0.8
COc1ccccc1CNc1nc2cc(-c3sccc3C)sc2c(=O)n1C	1.4	17.1	i	1.4	/	-51.9	11.7	-12.4	4.4	-0.1
O=C(Nc1cccnc1)c1cc2cc(Br)ccc2oc1=O	86.4*	-3.3	i	5.4	101.0*	79.0*	-20.9	7.8	45.7	-0.7
O=C(CCCn1c(=S)[nH]c2cc3c(cc2c1=O)OCO3)N1CCN(c2ccc(F)cc2)CC1	6.0	21.9	i	0.9	-10.3	-3.0	-36.7	-2.9	0.5	1.1
CCn1nc(C)cc1C(=O)Sc1cccc(Cl)c1	1.1	-3.2	i	0.7	8.2	-1.8	16.4	7.1	-0.2	-0.1
CC(C)(C)NC(=O)CC(c1ccccc1)c1ccccc1O (stereo not drawn)	-0.5	-4.4	i	-1.4	-4.6	-2.2	-9.5	5.8	-1.1	-1.5
Cn1cc(Br)c(-c2cccc(NC(=O)CCC(=O)O)c2)n1	-2.3	0.0	i	-0.2	-6.9	-2.1	-12.7	-1.1	-1.6	-0.7

Screens (PubChem BioAssay)
